# EBNA-1 inh: blocks EBNA-1 binding to DNA | inhibition, % at 14.8 µM | EBNA-1 DNA binding, fluorescence polarization | actives 0.34% (n = 300,000); in the data active means inhibition above about 28%
# LYPLA1 counter: LYPLA1 (human) inhibition in PME1 counter-screen; O75608; inhibition, % at 5.9 µM; AID 2174; actives 0.16% (n = 320,000); recombinant LYPLA1, FP-Rh probe fluorescence polarization;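 active means inhibition above the mean of all tested compounds plus 3 SD, set per campaign, cut at about 14% in these data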;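 further: inhibitors block serine hydrolase probe labeling of LYPLA1 so polarization falls; 0% = enzyme with DMSO and 100% = wells lacking LYPLA1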
# Target sequence (O75608 whole entry, looked up): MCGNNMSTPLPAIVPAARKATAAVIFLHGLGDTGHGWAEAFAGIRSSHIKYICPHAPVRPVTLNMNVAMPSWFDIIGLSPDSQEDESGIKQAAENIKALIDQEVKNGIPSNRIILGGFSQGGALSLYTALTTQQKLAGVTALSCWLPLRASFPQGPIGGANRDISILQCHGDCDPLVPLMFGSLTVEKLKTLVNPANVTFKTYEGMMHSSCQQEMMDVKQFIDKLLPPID
# PAD4 inh: blocks human protein arginine deiminase 4. recombinant PAD4, RCA probe fluorescence polarization. inhibition, % at 6.36 µM. actives 0.41% (n = 330,000). AID 485272;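 active means percent inhibition above a cutoff equal to the mean of all tested compounds plus 3 SD, cut at about 15% in these data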;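 further: 0% = PAD4 with RCA probe and DMSO and 100% = probe without PAD4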
# Target sequence (Q9UM07 whole entry, looked up): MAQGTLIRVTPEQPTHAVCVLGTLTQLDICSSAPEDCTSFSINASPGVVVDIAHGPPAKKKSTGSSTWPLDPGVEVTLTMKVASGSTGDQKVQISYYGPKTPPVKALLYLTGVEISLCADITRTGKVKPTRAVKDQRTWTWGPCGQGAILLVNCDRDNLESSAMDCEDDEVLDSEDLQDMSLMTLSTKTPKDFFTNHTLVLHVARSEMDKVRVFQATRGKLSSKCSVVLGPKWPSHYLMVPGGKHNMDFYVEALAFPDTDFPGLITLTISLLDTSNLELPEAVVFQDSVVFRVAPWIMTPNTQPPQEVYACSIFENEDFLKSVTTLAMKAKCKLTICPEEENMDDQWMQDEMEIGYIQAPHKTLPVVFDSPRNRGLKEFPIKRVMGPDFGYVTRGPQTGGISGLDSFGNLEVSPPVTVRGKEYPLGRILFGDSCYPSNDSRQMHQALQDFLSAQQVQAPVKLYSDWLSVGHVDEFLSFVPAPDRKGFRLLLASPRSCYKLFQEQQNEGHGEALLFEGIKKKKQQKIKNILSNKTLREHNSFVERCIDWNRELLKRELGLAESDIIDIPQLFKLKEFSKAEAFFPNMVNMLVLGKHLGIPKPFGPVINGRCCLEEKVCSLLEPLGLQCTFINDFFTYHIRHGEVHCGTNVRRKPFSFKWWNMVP
# LYPLA2 counter: blocks human lysophospholipase 2, a PME1 counter-screen; O95372; recombinant LYPLA2, FP-Rh probe fluorescence polarization; inhibition, % at 5.9 µM; actives 0.38% (n = 320,000);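 active means inhibition above the screen-wide mean plus 3 SD, limit set per campaign, cut at about 26% in these data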;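 further: 0% = LYPLA2 with DMSO and 100% = wells lacking LYPLA2 enzyme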
# ZTA counter: ZTA (EBV) inhibition in EBNA-1 counter-screen; AID 2234; inhibition, % at 11 µM; actives 0.15% (n = 320,000); ZTA-DNA binding, fluorescence polarization; P03206; in the data active means inhibition above about 33%
# PAFAH1B3 FP inh: PAFAH1B3 (human) inhibition; Q15102; recombinant PAFAH1B3, FP-rhodamine probe, fluorescence polarization; inhibition, % at 3.39 µM; actives 0.28% (n = 340,000);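 active means inhibition above the screen-wide average of all tested compounds plus 3 SD, cut at about 25% in these data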;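 further: 0% = enzyme with DMSO only and 100% = wells lacking PAFAH1B3 protein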
# PAFAH2 FP inh: PAFAH2 (human) inhibition | Q99487 | recombinant PAFAH2, FP-rhodamine activity probe, fluorescence polarization | inhibition, % at 3.39 µM | actives 0.99% (n = 340,000) | AID 492956;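 active means inhibition above the mean over all tested compounds plus 3 SD, cut at about 30% in these data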;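 further: inhibitors block probe labeling of enzyme so polarization drops; 0% = enzyme with DMSO and 100% = wells lacking PAFAH2 protein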
# GSTO1 counter: counter-screen for RBBP9 inhibitors: inhibitors of human GSTO1; actives 1.1% (n = 300,000); recombinant GSTO1, activity-based probe fluorescence polarization; inhibition, % at 5.96 µM; AID 1974; P78417;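 active means inhibition above the campaign mean inhibition plus 3 SD, cut at about 35% in these data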;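 further: 0% = GSTO1-1 with DMSO and 100% = wells lacking GSTO1-1 enzyme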
# PREPL inh: inhibitors of human prolyl oligopeptidase-like enzyme PREPL | Q4J6C6 | recombinant PREPL, fluorescence polarization activity-based probe | actives 0.68% (n = 320,000) | inhibition, % at 5.96 µM; in the data active means inhibition above about 43%;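 further: 0% = enzyme with DMSO and 100% = wells lacking enzyme; many of its hits are not listed in these tables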
# An asterisk follows results filed as active; . = no result given.
SMILES,EBNA-1 inh,LYPLA1 counter,PAD4 inh,LYPLA2 counter,ZTA counter,PAFAH1B3 FP inh,PAFAH2 FP inh,GSTO1 counter,PREPL inh
O=c1oc(-c2cccs2)nc2sc3c(c12)CCCC3,5,0,2,-2,13,11,42*,-1,24
CCc1ccccc1Nc1nc2ccccc2n1CC,-14,1,-1,-2,9,8,-1,11,6
CC1(C)Cc2c(c(=S)nc(-c3ccccc3)n2Cc2cccnc2)CO1,-2,-1,-3,5,-2,1,5,-8,-3
O=C(NC1CCCC1)C1CCN(C(=O)c2ccc(Cl)cc2Cl)CC1,-9,1,-6,-1,-11,3,0,3,12
COc1ccc2c(c1)Cc1sc(NC(=O)c3ccccc3)nc1-2,0,0,-6,-3,0,6,3,2,7
COc1cc(CN2CCNC(=O)C2CC(=O)NCCc2ncccc2C)cc(OC)c1 (configuration not stated),2,-1,-2,-2,3,6,8,4,5
COC(=O)[C@H](CC(C)C)NC(=O)Cn1cnc2c(OCc3ccccc3)ncnc21,.,.,-3,.,.,5,-3,.,17
O=C(c1ccccc1OCc1ccccc1Br)N1CCN(c2ncccn2)CC1,6,-1,-1,0,-15,1,-4,-7,-67
COc1ccc(-n2nc(C(=O)NCC(=O)NCCN(C)C)c3ccccc3c2=O)c(OC)c1,13,0,1,4,17,10,3,6,0
CC(=O)OC1C(OC(C)=O)N(C(C)=O)C(=O)N1C(C)=O (configuration not stated),3,0,1,3,0,8,0,5,15
CCOc1ccc(NC(=O)CC(Cc2ccc(Cl)cc2)C(=O)O)cc1 (configuration not stated),-7,2,2,3,-5,4,6,2,9
CC(=O)NC(C)c1nc2ccccc2n1Cc1ccccc1F (configuration not stated),4,1,-3,4,-3,2,-9,6,7
COc1ccc(NC(=O)NCc2ccccn2)cc1,2,-1,-2,3,2,6,-9,1,0
COC(=O)c1ccc(C)c(NC(=O)CN(c2ccc3c(c2)OCO3)S(C)(=O)=O)c1,1,-2,1,2,10,2,-11,3,-8
O=C1CSc2ccccc2N1Cc1ccc(F)cc1,-4,-6,-2,2,-12,8,-4,-1,-12
COc1cccc(/C=C2\N=C(C3CCCCC3)OC2=O)c1OC,7,-4,3,3,7,-1,3,4,-2
CC1CCCC(C)N1C(=O)COC(=O)CCC(=O)c1ccc(F)cc1 (configuration not stated),.,.,-5,.,.,7,4,.,17
COC(=O)C(O)(NC(=O)NC(C)=O)C(F)(F)F (configuration not stated),-5,2,4,0,-2,12,3,1,-3
CCN(CC)CCN(C(=O)c1ccc(CN2CCCCC2)o1)C(C(=O)NC1CCCCC1)c1ccc(F)cc1 (configuration not stated),-27,-2,-2,-8,-11,3,-2,-4,-7
Cn1nc(N)c2c(-c3ccccc3)c(C#N)c(N)nc21,2,2,-1,1,-4,3,-1,2,1
Cc1ccc(C)c(Nc2c(F)c(F)c(F)c(F)c2C(=O)O)c1,1,-2,-1,-4,-6,13,3,6,-8
CCCN(CCC)CC(O)CN(c1cc([N+](=O)[O-])ccc1OC)S(=O)(=O)c1ccccc1 (configuration not stated),-3,1,-1,6,-11,-6,-7,-3,-6
O=C1CCC(C(=O)N2CCCCCC2)CN1Cc1cccc(C(F)(F)F)c1 (configuration not stated),11,3,7,5,8,4,-4,3,13
O=C(CC1CCCC1)N1CCN(S(=O)(=O)c2ccccc2)CC1,.,-5,0,-5,-12,7,1,.,1
Cc1snnc1C(=O)NC(=S)Nc1ccccc1,3,-2,1,6,5,7,-2,-8,2
O=C1C=C(Nc2ccc(Cl)cc2Cl)CC(c2ccco2)C1 (configuration not stated),-5,-1,4,-4,5,-2,45*,1,-6
O=C(NCC(c1ccco1)N1CCCCC1)c1ccc(NS(=O)(=O)c2ccc(F)cc2)cc1 (configuration not stated),9,-1,-1,2,14,-4,-4,-1,-8
COc1cc(NC(=O)c2ccccc2-c2ccccc2)cc(OC)c1OC,-15,4,-2,2,-12,.,.,1,11
COc1ccc(OCC(=O)NCCC2=CCCCC2)c([N+](=O)[O-])c1,5,-3,-2,5,14,2,7,-1,-1
COc1cc2c(=O)n(Cc3ccccc3)c(=O)n(CC(=O)NCC3CCCO3)c2cc1OC (configuration not stated),-1,0,-4,-2,-7,5,-1,1,16
CC(C)CN(C(=O)COC(=O)CNC(=O)c1ccccc1F)c1c(N)n(Cc2ccccc2)c(=O)[nH]c1=O,-4,-1,-4,1,-22,9,3,-3,20
Cc1nn(-c2ccccc2)c(C)c1/C=N/NC(=O)c1cc(-c2ccccc2)n[nH]1,-1,-21,2,-51,-12,-12,-8,-18,-7
N#Cc1c(/N=C/c2cccs2)sc2c1CCC2,12,-2,-3,-4,7,6,2,5,-12
CC(C)(C)OC(=O)N1CCC(C(=O)N[C@H](Cc2ccccc2)C(=O)O)CC1,-2,-1,2,-7,5,14,7,3,-8
Cc1ccc(C(=O)O)cc1S(=O)(=O)N1CCOCC1,-3,0,-3,-1,-4,5,-3,5,1
Cc1cccc(-c2nn(-c3ccccc3)cc2C(=O)Nc2cccc(S(=O)(=O)NC3=NCCC3)c2)c1,20,-24,-2,-47,5,-15,-30,-45,-6
C=CCO/N=C(\C)c1c(O)c(C)c(-c2ccccc2)n(-c2ccccc2)c1=O,-5,-1,-6,-3,1,-2,3,-3,-1
Cc1cc(Cl)cc(Cl)c1OCCN1CCCC1,6,1,-3,-2,7,2,-200,0,-16
Cc1ccc(/C=C/C(=O)Nc2ccc(S(=O)(=O)Nc3ncccn3)cc2)cc1,9,1,6,3,-2,3,-5,7,-3
O=C(O)c1ccccc1S(=O)(=O)CC(=O)N1CCCCC1,1,5,7,3,12,3,-6,1,0

# As a short view, part of the list above:
SMILES,EBNA-1 inh,LYPLA1 counter,PAD4 inh,LYPLA2 counter,ZTA counter,PAFAH1B3 FP inh,PAFAH2 FP inh,GSTO1 counter,PREPL inh
Cc1nn(-c2ccccc2)c(C)c1/C=N/NC(=O)c1cc(-c2ccccc2)n[nH]1,-1,-21,2,-51,-12,-12,-8,-18,-7
N#Cc1c(/N=C/c2cccs2)sc2c1CCC2,12,-2,-3,-4,7,6,2,5,-12
CC(C)(C)OC(=O)N1CCC(C(=O)N[C@H](Cc2ccccc2)C(=O)O)CC1,-2,-1,2,-7,5,14,7,3,-8
Cc1ccc(C(=O)O)cc1S(=O)(=O)N1CCOCC1,-3,0,-3,-1,-4,5,-3,5,1
Cc1cccc(-c2nn(-c3ccccc3)cc2C(=O)Nc2cccc(S(=O)(=O)NC3=NCCC3)c2)c1,20,-24,-2,-47,5,-15,-30,-45,-6
C=CCO/N=C(\C)c1c(O)c(C)c(-c2ccccc2)n(-c2ccccc2)c1=O,-5,-1,-6,-3,1,-2,3,-3,-1

# Additional records follow:
SMILES,EBNA-1 inh,LYPLA1 counter,PAD4 inh,LYPLA2 counter,ZTA counter,PAFAH1B3 FP inh,PAFAH2 FP inh,GSTO1 counter,PREPL inh
Cc1cc(=O)[nH]c(N/N=C/c2sccc2C)n1,-2,1,0,5,1,6,4,1,0
Cc1ccc(Nc2ccc(C(=O)NCCc3ccccc3)cn2)cc1,9,0,-2,6,-9,4,-3,12,17
O=C(N/N=C/c1ccc(N2CCOCC2)s1)c1ccccc1Cl,-10,-5,1,2,-8,3,1,-2,7
O=S(=O)(c1cccc(-c2nnc3n2CCCCC3)c1)N1CCOCC1,-6,-2,1,1,17,4,-5,-5,16
Cc1nc2nc(C)c(CCC(=O)N3CCc4ccccc43)c(C)n2n1,-1,2,-2,-5,6,15,7,2,15
CCn1c(=O)cc(N2CCOCC2)[nH]c1=O,1,1,-1,-1,-1,0,4,1,-1
Cc1ccc(CN(CC(=O)NC2CCCC2)C(=O)CSc2nnc(COc3ccccc3)o2)cc1,2,3,-3,3,-6,6,17,4,-5
Cc1ccc(N=C2C(=O)Nc3ccccc32)c(C)c1,-1,-1,-5,-7,13,7,5,3,-3
Cc1ccc(S(=O)(=O)N2CCCCC2)cc1NC(=O)Cn1ccsc1=N,-4,-2,-2,1,6,12,7,20,-2
CCOC(=O)/C(C#N)=C(\N)C(C)C(=O)Nc1ccccn1 (configuration not stated),-3,-3,-2,-6,17,0,0,-3,-5
Cc1cc(Br)ccc1NC(=O)CNC(=O)CSc1n[nH]c(N)n1,-8,2,0,6,6,9,2,2,0
S=c1[nH]nc(-c2cc(-c3ccccc3)n[nH]2)n1/N=C/c1ccc(Cl)c(Cl)c1,-2,0,-2,2,-9,10,17,-11,-11
CN(c1ccc(C(=O)NCCSCc2ccccc2)cc1)S(=O)(=O)c1ccccc1,-1,-2,4,0,-4,-1,7,-3,-8
O=c1[nH]c(-[n+]2ccccc2)c(/C=N/NC([S-])=Nc2ccccc2)s1,-7,0,7,0,-8,11,4,26,22
COc1ccccc1-c1c(C)oc2c(CN3CCN(C)CC3)c(O)ccc2c1=O,-8,-3,-4,11,5,2,-1,-3,17
O=C(CSCc1ccccc1)N/N=C/c1cc2c(cc1Br)OCO2,7,-2,1,-1,13,4,-5,2,-7
S=C(Nc1cccc(Cl)c1)N1CCN(Cc2ccccc2)CC1,-8,-5,2,-5,3,-1,-13,0,-2
COc1ccc(/C(O)=C/C(=O)C(=O)NNC(=O)C(O)(c2ccccc2)c2ccccc2)cc1,-7,-5,-1,0,-20,5,5,11,12
O=C(Nc1cccc(Cl)c1)c1nc[nH]c1C(=O)NCc1ccccc1,.,-6,-3,-11,23,-4,-3,.,8
Cc1[nH]n(-c2ccc(Br)cc2)c(=O)c1C=Nc1ccc(S(=O)(=O)Nc2nccs2)cc1,3,-4,-13,0,-1,14,18,17,8
O=C(Nc1ccccc1)Nc1ccc2snnc2c1,1,-19,-1,-9,3,0,-7,-32,7
CCN1C(=O)[C@@H]2[C@H](C1=O)[C@@H]1C(=O)Nc3ccccc3C(=O)N1[C@@H]2c1cccc(Cl)c1,2,0,-1,-2,-1,5,9,0,7
O=C1NC2(CCCCCC2)Cc2ccccc21,0,-4,3,-7,2,6,8,0,-12
CC/C(=N/Nc1ccccc1C)c1cnnc(SC)n1,1,3,-4,4,-5,2,-3,44*,2
Cn1nnnc1SCC(=O)Nc1cc(S(=O)(=O)N2CCCCC2)ccc1Cl,.,.,-2,.,.,1,-1,.,14
Cc1ccc(C(=O)OCC(=O)NCCN2C(=O)CSC2=O)cc1,-5,-3,-16,-2,-11,10,7,10,10
COc1cccc(OCCCN2CCCCCC2)c1,-16,4,0,7,-22,8,1,1,10
O=C(/C=C/c1c(Cl)cccc1Cl)N1CCN(c2ncccn2)CC1,-2,-2,-3,5,5,2,-1,-3,-1
CC1=[N+](C)N(c2ccccc2)C(=O)C1N=Cc1ccc(Cl)cc1 (configuration not stated),10,0,-2,-4,13,2,-5,6,-4
O=C(Nc1nc(-c2ccccc2)cs1)c1cccnc1,6,-4,-2,-9,-3,1,4,-2,2
Fc1ccc(CNc2ccc(N3CCN(Cc4ccccc4)CC3)cc2)cc1,2,-1,-8,12,-9,-2,1,10,46*
Cc1ccc(C(=O)NC(=S)NCCN2CCOCC2)cc1,9,1,4,0,22,4,-2,-5,4
CNC(=O)c1ccc(NC(=O)/C=C/c2cccc(F)c2)cc1,-16,-4,-4,-9,2,0,-3,-9,7
CS/C(N)=N/N=C/c1c(O)ccc2ccccc12,8,2,2,7,3,8,10,25,25
Cc1cc2[nH]c(=O)c(=O)[nH]c2cc1S(=O)(=O)N1CCN(c2cccc(C)c2C)CC1,-3,1,1,0,13,3,6,1,9
COC(=O)c1cc(-c2ccc(OC)c(OC)c2)c2c(=O)[nH]c(=O)n(C)c2n1,-8,-1,0,-1,-8,6,1,-2,6
C=CCc1cccc2cc(C(=O)NNC(=O)c3ccncc3)c(=O)oc12,-10,-2,0,-1,-8,13,6,5,5
CC(C)(C)CN1CCNC[C@H]1Cc1cccc2ccccc12,-17,-1,-4,-2,-22,5,-1,6,-17
Cc1csc2c(N3CCCCC3)ncnc12,0,-4,0,-3,0,-1,2,8,-6
Cc1cc(=O)oc2cc(OCC(=O)NC3CCN(Cc4ccccc4)CC3)c(Cl)cc12,0,0,4,4,-13,8,0,1,-9

# This is a subset; rates above refer to the full screens.
